CXXC DNA block: qHTS Fluorescence Polarization Assay for Inhibitors of MLL CXXC domain - DNA interaction; Histone-lysine N-methyltransferase 2A (Homo sapiens), Q03164; MLL-CXXC / FITC-HOXA9 DNA fluorescence polarization; AID 2662, 2010; Potency, µM (titrated, usually from 115 µM), for inactives: at the top dose activity change, negative = inhibition, actives largely listed as inhibitors; 0.037% of 290,000 active; active = well fitted inhibition curve with a large enough effect in the polarisation, with a control signal flat, not every such curve was filed as active; inconclusive = small, poorly fitted or top-dose-only effect, or effect the other way, or a change in a side signal; inactive = no such curve, though single readings can be large or run the other way; the % refers to the polarisation; note: potency is the fitted concentration of half-maximal effect
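Fluorescence polarization: 7 uM MLL-CXXC (stock) preincubated 5 min with compounds, then 50 nM fluorescein-HOX-A9 DNA (stock) added; 30 min ambient. Buffer 50 mM Tris-HCl pH 7.5, 50 mM NaCl, 1 mM DTT, 0.05% BSA.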
AT treatment: qHTS Assay for Identifying a Potential Treatment of Ataxia-Telangiectasia; […] A-T fibroblasts, KAP-1 phosphorylation AlphaLISA; neocarzinostatin DNA damage 30 min before lysis; Potency, µM (highest dose often 57.5 µM), without a hit: at the highest dose activation, hits mostly activators; 0.19% of 320,000 active; note: potency is the fitted concentration of half-maximal effect; % of control where 0% means no effect; nearly all actives have a fitted effect of over 45% in size
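hTERT-immortalized A-T patient fibroblasts ([…]), 500 cells/well in OPTI-MEM, 1% FBS, got compounds for 60 min, then NCS for 30 min at 37C. Lysates were then assayed for phospho-KAP-1 by AlphaLISA (anti-pKAP1 donor, anti-KAP1 acceptor beads), 6 hr at 25C.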
ELG1 DNA repair: qHTS screen for small molecules that inhibit ELG1-dependent DNA repair in human embryonic kidney (HEK293T) cells expressing luciferase-tagged ELG1 | Potency, µM (titrated, usually from 46.1 µM), inactives show top-dose activity change, negative = inhibition, usual class: inhibitors | HEK293T ELG1-luciferase reporter, luminescence, 16 h; DNA damage induced by 5-fluorouridine | 2.3% of 330,000 active | AID 504467, 2011; note: potency is the fitted concentration of half-maximal effect; % is set by controls: 0 for no effect and ±100 for the full control effect; nearly all actives have a fitted effect of over 55% in size
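Step one: seed 2,000 cells per well. Step two: pin-transfer compound or DMSO alongside 5-fluorouridine. Step three: incubate 16 hr, 37 °C, 5% CO2. Step four: add ONE-Glo, wait 30 min, read luminescence.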
TRPV1 ag: HTS Assay for Compounds that Act as Agonists of the Vanilloid Receptor 1. AID 540275, 2011. 0.19% of 320,000 active. activation, % at 8.33 µM. Transient receptor potential cation channel subfamily V member 1 (Homo sapiens), Q8NER1. TRPV1-expressing cells, Fluo-8 calcium influx, agonist mode; in the data active = activation above about 80%; inconclusive = between about 30% and that limit; note: 0% is about no effect
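Cells expressing TRPV1 were dye-loaded with Fluo-8 and read kinetically: 10 s baseline, 3 min after compound (agonist portion), then 2 min after EC20 capsaicin (allosteric enhancer portion). Calcium-bound dye fluorescence at 480/520 nm.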
BRCA1 expr up: qHTS Assay to Identify Small Molecule Activators of BRCA1 Expression; MCF7-BRCA1-FFLuc reporter, luminescence, 48 h; response scale: scaled: vehicle 0%, 10 µM genistein 100%; AID 624202, 2012; 1.1% of 380,000 active; Potency, µM (series often up to 46.1 µM), without a hit: top-dose activation, most hits filed as activators; note: potency is the fitted concentration of half-maximal effect; nearly all actives have a fitted effect of over 80% in size; some results filed as inactive show a strong effect at the top dose
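Luminescence from a BRCA1-driven firefly luciferase in MCF7 cells was read after 48 h compound exposure at 37 C. Data normalized against DMSO and a 10microM genistein activation control, then curve-fitted across the titration.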
TCR act: Activators of T cell receptors: qHTS campaign; primary human leukocytes, anti-CD3, IL-2 HTRF, 48 h; Potency, µM (titrated, usually from 9.22 µM), inactives show top-dose activation of IL-2 secretion, usual class: activators; 330,000 tested, under 10 active; AID 504894, 2011; note: % of control where 0% means no effect
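Readout: HTRF IL-2, Eu-cryptate/d2 antibody pair, 320nm excitation, 665nm emission. Stimulus: a-CD3 beads, no co-stimulation. Cells: primary human leukocytes. Exposure: 48 hr with compound.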
Integrin act MD: qHTS for Activators of Integrin-Mediated Alleviation for Muscular Dystrophy. 0.064% of 350,000 active. alpha7betagal myoblasts, beta-gal FDG fluorescence, 48 h. Potency, µM (highest dose often 38.3 µM), without a hit: top-dose activation, usual class: activators. AID 624291, 2012;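 note: potency is the fitted concentration of half-maximal effect; 100% = response of the positive control SU9516; nearly all actives have a fitted effect of over 60% in size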
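alpha7betagal+/- myoblasts (passage 13, 250/well) treated 48 h at 37C with compounds at 1:260 dilution of DMSO stock. Lysed, then beta-galactosidase activity read as FDG fluorescence (ex 480/em 540) after 30 min, with pre-read for autofluorescence.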
B2AR arrestin: qHTS assay of beta-arrestin-biased ligands of beta2-adrenergic receptor | 0.02% of 330,000 active | Potency, µM (titrated, usually from 46.1 µM), for inactives: at the highest dose activation, actives largely listed as activators | beta-arrestin recruitment to beta2AR, cell-based reporter;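 note: potency is the fitted concentration of half-maximal effect; 0% = DMSO controls and full agonism = EC100 isoproterenol or metaproterenol; nearly all actives have a fitted effect of over 65% in size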
Target sequence (P07550 whole entry, looked up): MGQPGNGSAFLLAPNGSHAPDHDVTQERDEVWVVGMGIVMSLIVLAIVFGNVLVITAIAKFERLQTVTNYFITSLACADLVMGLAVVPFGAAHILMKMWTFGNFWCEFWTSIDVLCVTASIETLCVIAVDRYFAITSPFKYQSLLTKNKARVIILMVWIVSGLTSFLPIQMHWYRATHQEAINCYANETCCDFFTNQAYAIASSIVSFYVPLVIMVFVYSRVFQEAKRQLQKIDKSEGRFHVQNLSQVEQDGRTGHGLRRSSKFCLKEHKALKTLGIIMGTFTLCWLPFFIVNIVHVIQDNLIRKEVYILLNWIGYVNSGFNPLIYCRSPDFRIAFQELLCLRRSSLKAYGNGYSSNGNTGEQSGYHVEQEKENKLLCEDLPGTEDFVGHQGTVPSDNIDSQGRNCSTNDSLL
PTAP TSG101 blk: qHTS Assay for Iinhibitors of HIV-1 Budding by Blocking the Interaction of PTAP/TSG101; Potency, µM (series often up to 115 µM), for the others: at the highest dose activity change, negative = inhibition, usual class: inhibitors; 340,000 tested, under 10 active; AID 493005, 2010; Fluorescence polarization, FITC-PTAP peptide / Tsg101 binding; Tumor susceptibility gene 101 protein (Homo sapiens), Q99816; active = well fitted inhibition curve with a large enough effect in the main read-out, with a control signal flat, not every such curve was filed as active; inconclusive = small, poorly fitted or top-dose-only effect, or effect the other way, or a change in a side signal; inactive = no such curve, though single readings can be large or run the other way; note: potency is the fitted concentration of half-maximal effect; % of control where 0% means no effect
Target sequence (Q99816 whole entry, looked up): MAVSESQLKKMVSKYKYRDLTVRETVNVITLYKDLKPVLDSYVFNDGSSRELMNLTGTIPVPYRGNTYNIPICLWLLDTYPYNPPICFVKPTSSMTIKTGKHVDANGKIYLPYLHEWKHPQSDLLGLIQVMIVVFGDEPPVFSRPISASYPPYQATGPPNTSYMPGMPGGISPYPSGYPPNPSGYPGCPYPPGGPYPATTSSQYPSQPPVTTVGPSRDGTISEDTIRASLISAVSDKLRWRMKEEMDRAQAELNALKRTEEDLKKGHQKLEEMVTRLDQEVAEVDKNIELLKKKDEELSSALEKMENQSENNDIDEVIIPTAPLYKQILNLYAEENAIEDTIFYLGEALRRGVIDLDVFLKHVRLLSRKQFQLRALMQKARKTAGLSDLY
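Steps: Tsg101 binding domain dispensed (10 uM final), compounds pinned in DMSO, FITC-labeled PTAP-motif peptide added (50 nM final); after 20 min binding at room temperature, polarization measured.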
p53 reactivation: qHTS assay for re-activators of p53 using a Luc reporter. H1299 p53-A138V BP100-luciferase reporter, luminescence, 24 h. Potency, µM (highest dose often 92.2 µM), without a hit: top-dose activity change, positive = activation, most hits filed as activators. 0.063% of 320,000 active; note: potency is the fitted concentration of half-maximal effect; % of control where 0% means no effect; nearly all actives have a fitted effect of over 45% in size
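H1299 (p53-null), stable ts p53-A138V + BP100-Luc; 1000 cells/well, Opti-MEM/10% FBS; cpd 4 pt, 1:5; 24 h, 37 deg C, 5% CO2; detection reagent 10 min RT; luminescence.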
The depositor's hits bear a star; ? = inconclusive; . = no result given; [ ] = remark or other dose. Unless noted, calls come from the whole dose curve; as a rule, active = well fitted curve in the direction sought with a large enough effect; inconclusive = small, poorly fitted or top-dose-only effect, or another doubt; inactive = no such curve, though single readings can be large; an effect the other way counts as inactive or inconclusive. Hits appear at their usual frequency (roughly 3.8% active in at least one column).

SMILES | CXXC DNA block | AT treatment | ELG1 DNA repair | TRPV1 ag | BRCA1 expr up | TCR act | Integrin act MD | B2AR arrestin | PTAP TSG101 blk | p53 reactivation
Cc1ccc(NC(=O)CCNS(=O)(=O)c2ccc3[nH]c(=O)oc3c2)cc1N(C)C | 8% | -7% | -2% | -2 | -6% | 1% | -9% | -0.1% | -6% | -5%
Cc1cc(C)cc(NC(=O)C(c2ccccc2)N2CCN(CC(=O)N3CCCC3)CC2)c1 (configuration not stated) | . | 4% | 0% | 0 | -29% | 5% | 3% | -0.3% | 1% | 8%
CCCCN(C(=O)CSCc1c(C)noc1C)c1c(N)n(CCCC)c(=O)[nH]c1=O | . | -3% | -13% | -2 | 18% | 1% | -21% | -0.3% | 0% | 1%
c1ccc(-c2nnc(SCC3CCCCO3)nc2-c2ccccc2)cc1 (configuration not stated) | 0% | 16% | ? | ? | -4% | 1% | -20% | -0.1% | 0% | -3%
O=C(CSc1nnc(Cn2c(=O)sc3ccccc32)n1-c1ccccc1)Nc1nccs1 | 17% | 19% | 3% | 3 | -16% | -2%[46.1 µM] | 6% | -0.4% | -6% | -6%
Cc1ccccc1-c1nnc(SCC(=O)NC2CCCCC2)o1 | -1% | 1% | 2% | 28 | 22% | 2%[46.1 µM] | -5% | -0.2% | 1% | -7%
COCCSc1nnc(NC(=O)Cc2cccs2)s1 | 4% | . | 17% | 2 | 9% | 0%[46.1 µM] | -16% | 0.2% | -6% | 0%
CC(C#CCN1CCCCC1)OCCOCc1ccccc1 (configuration not stated) | -6% | 12% | -13% | -1 | 13% | 2% | -10% | 0.1% | -8% | -2%
CC(=O)Nc1cc2c(cc1[N+](=O)[O-])OCCO2 | -1% | -3% | 15% | 1 | 0% | 1% | -2% | 0.2% | -3% | -1%
Cc1noc(C)c1COc1ccc(CC(=O)NCCc2ccccc2)cc1 | 14% | -5% | 0% | 1 | -3% | -3% | 22% | 0.0% | -1% | -2%
CC(C)c1nc2sc3c(c2c(=O)o1)CCCC3 | 5% | 3% | 16% | 0 | 7% | 1% | -14% | -0.1% | -3% | -3%
O=C(c1ccc(=O)oc1)N1CCN(c2ccc(F)cc2)CC1 | -1% | 7% | 5% | 2 | -3% | -18% | -16% | -0.4% | -1% | -4%
O=C(CN1C(=O)c2ccccc2C1=O)c1ccc(F)cc1 | -12% | 5% | ? | 13 | 36% | 3% | -9% | 3.7% | -3% | 23%
CCOc1ccccc1/C=C(/C#N)C(N)=O | 1% | 15% | ? | -14 | 1% | 2% | 1% | -0.6% | -2% | -3%
Cc1ccc(S(=O)(=O)N2CCC(Oc3cccc(C(F)(F)F)c3)CC2)cc1 | 0% | 3% | -3% | 6 | -37% | -3% | 12% | 0.6% | 0% | 5%
CC(C)(C)c1ccc(-c2noc(CCC(=O)NCc3ccco3)n2)cc1 | 6% | 2% | 1% | 23 | ? | -12% | -52%[inhibitor] | -0.9% | -3% | ?
Cc1cc(C)c(S(=O)(=O)Nc2ncn[nH]2)c(C)c1 | 3% | 1% | -6% | -2 | -1% | -10% | 2% | 0.4% | -2% | 3%
CC(C)C(=O)N1CCN(c2ccccc2NC(=S)NC(=O)c2ccco2)CC1 | . | . | . | . | -2% | 0% | -10% | . | -1% | .
C=CCn1c(N)c(C(=O)NCc2cccnc2)sc1=S | -8% | 1% | 13% | 1 | 0% | -2% | -1% | 0.1% | -8% | -3%
Cc1sc2nc(C3CC3)nc(N3CCN(C(=O)c4ccccc4F)CC3)c2c1C | 11% | 4% | ? | ? | -37% | -6% | -16% | -0.3% | 0% | -3%
COc1ccccc1N1C(=O)CC(Sc2nccc(C)n2)C1=O (configuration not stated) | 8% | -5% | 2% | -2 | -1% | 3% | -30% | 0.0% | -9% | 8%
COc1ccccc1[C@H]1C(c2ccc(F)cc2)=NN(c2ccccc2)[C@@H]1CO | . | 19% | -6% | . | -21% | -2%[46.1 µM] | 5% | 0.2% | 1% | 4%
CCOC(=O)c1sc(=S)n(C)c1NC(=O)c1ccccc1Cl | 1% | 1% | 0% | 1 | -6% | -2%[46.1 µM] | -2% | -0.4% | 0% | -4%
COC(=O)C1=NN(C(=O)c2ccccc2)C(C)(O)C1 (configuration not stated) | -2% | 6% | ? | 1 | 1% | 0% | 2% | -0.1% | -9% | 0%
CC(NC(=O)COC(=O)c1cc([N+](=O)[O-])ccc1N1CCOCC1)c1ccccc1 (configuration not stated) | 1% | 0% | 6% | 2 | -12% | -9% | -4% | -0.8% | 0% | -1%
COc1ccccc1NS(=O)(=O)N(C)C | -8% | . | -5% | 1 | -1% | -2% | -9% | -0.1% | -2% | -5%
O=C(O)Cc1nn(Cc2ccc(Cl)cc2)c(=O)c2ccccc12 | -11% | -1% | 20% | 1 | 10% | 7% | 13% | -0.1% | -5% | 0%
CCN(CC)S(=O)(=O)c1ccc(-c2cn3cc(Cl)ccc3n2)cc1 | 13% | -2% | 24% | 18 | 30% | 3% | ? | 0.2% | -2% | .
COc1ccc(Br)c(C(=O)Nc2ccc(F)cc2)c1 | -7% | -5% | 13% | 18 | -19% | -5% | -8% | -0.4% | -10% | -4%
CCOc1ccc(NC(=O)CN(C)C(=O)CSCc2cccc(C)c2)cc1OCC | . | 1% | -17% | -4 | 2% | 1% | 4% | 0.0% | -1% | -6%
Cn1c(C(=O)N2CCN(C(=O)c3ccco3)CC2)cc2c(=O)n3ccccc3nc21 | -2% | . | ? | 13 | 18% | -7% | -14% | 0.1% | -6% | -5%
COc1ccc(-c2n[nH]c(=S)n2/N=C/C=C/c2ccccc2OC)cc1 | 6% | 4% | -16% | 8 | -67% | -5%[46.1 µM] | -4% | 0.4% | 0% | -11%
CC(C)NC(=S)NC1(C)CCS(=O)(=O)C1 (configuration not stated) | 6% | 16% | 25% | -2 | -1% | 3%[46.1 µM] | 7% | 0.2% | -1% | -3%
Cc1ccc(Oc2ccc(Cl)cc2N)cc1 | 4% | 8% | ? | 0 | 1% | -4% | 3% | -0.2% | 1% | 3%
N#C/C(=C\c1ccccc1)C(=O)OCC(=O)N1CCCC1 | -4% | -3% | -4% | -2 | -2% | -9% | -2% | -0.1% | 1% | -2%
COc1cccc(NC(=O)Cn2cc3c(n2)CCCCC3)c1 | -6% | 1% | 10% | 23 | 0% | -8% | 0% | -0.1% | -4% | 2%
O=C(c1cccnc1NCc1ccc(F)cc1)N1CCOCC1 | 6% | 2% | 10% | 2 | 3% | 1% | 8% | -0.7% | -2% | 4%
CCOc1ccc(NC2C=CS(=O)(=O)C2)cc1 (configuration not stated) | -1% | . | ? | -1 | -27% | -10%[46.1 µM] | 1% | -0.3% | 1% | 2%
CCc1ccc(CNC(=O)C2CC(=O)N(CCc3ccc(C)cc3)C2)cc1 (configuration not stated) | -6% | . | -9% | 11 | 10% | . | 24% | 0.4% | . | -4%
O=C(CN1CCN(Cc2ccccc2Cl)C1=O)N1CCCCCC1 | 0% | . | -2% | 2 | -11% | 7% | -1% | -0.7% | -1% | -2%
Nc1c(C(=O)N/N=C/c2ccc(F)cc2)oc2nc(-c3ccccc3)cc(-c3ccco3)c12 | 0% | -5% | -25% | -6 | -35% | 0% | -62%[inhibitor] | 0.1% | 23% | -1%
O=C(NCc1cccs1)C1CCCN1C(=O)NC1CCCCC1 (configuration not stated) | -6% | 2% | -1% | 0 | -2% | 8% | -30% | -0.2% | -1% | 1%
CCOc1cccc(/C=N/NC(=S)Nc2ccccc2[N+](=O)[O-])c1O | 1% | -3% | ? | 3 | -55% | 1% | -47%[inhibitor] | 0.4% | 0% | 7%
COC(=O)c1c(O)cc(C(C)(C)C)n(-c2ccccc2)c1=O | -1% | 6% | -8% | 0 | -16% | -4%[46.1 µM] | -8% | 0.5% | -1% | 6%
CC(=O)c1sc(NC(=O)c2ccc(Br)o2)nc1C | 53%[activator] | 3% | ? | 4 | 69% | -1% | -46%[inhibitor] | -0.3% | -9% | -6%
COc1ccc(CNC(=S)N/N=C(\C)c2ccc(OC)cc2)cc1 | -2% | -8% | 3% | 9 | 0% | 10% | -2% | 3.2% | 0% | 9%

Screening data from PubChem BioAssay.
